TRPC4 agonist: opens the mouse TRPC4 cation channel | HEK293 TRPC4beta/mu-opioid, Fluo4 calcium fluorescence; hits give high values | B-score at 10 µM | 310,000 compounds, 0.49% hits | Q9QUQ5;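 active means B-score above 5 SD of library B-scores, and initial fluorescence ratio not above library mean plus 5 SD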;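 further: positive B-score marks a calcium rise read as TRPC4 activation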
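Material: TRPC4beta and mu-opioid receptor HEK293 stable cells | Incubation: 45 min room-temperature Fluo4 loading, 110 s read | Detection: Kinetic Fluo4 calcium fluorescence | Measure: Integrated baseline-normalised fluorescence ratio, converted to per-well B score | Benchmarks: Low control buffer alone, high control maximal DAMGO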
KCNQ1 act: potentiators or activators of human KCNQ1 potassium channel. B-score at 10 µM. CHO-K1 KCNQ1, thallium flux FluxOR fluorescence; hits give high values. 310,000 compounds, 0.35% hits;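 active means fluorescence ratio B-score, a plate-corrected score, at least three library SD, with initial intensity B-score within 5 SD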
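Schedule – 37 °C overnight plating, 90-min dark dye load, 20-min compound pretreatment · System – stable KCNQ1 CHO-K1 line · Probe or stimulus – thallium- and potassium-containing depolarizing buffer · Measured by – kinetic FluxOR fluorescence, 10 s baseline plus 110 s post-stimulus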
KCNQ1 inh: inhibitors of human KCNQ1 potassium channel; P51787; 310,000 compounds, 1.3% hits; B-score at 10 µM; AID 2642; CHO-K1 KCNQ1, FluxOR thallium flux fluorescence; hits give high values;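 active means compounds whose thallium flux B-score, printed positive for inhibition, exceeds three library SD while starting fluorescence stays within three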;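 further: channel opened by potassium depolarization with thallium stimulus after 20 min compound exposure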
Platelet DG rel: modulates dense granule release in human platelets | human platelet-rich plasma, SFLLRN dense granule ATP release, luminescence | inhibition, %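 (compounds screened at 7.5 µM in platelet-rich plasma)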 | 300,000 compounds, 0.22% hits;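 active means mean replicate score, as percent of positive control, at or above 50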
TRPC4 potent: allosteric potentiators of mouse TRPC4 channel | Q9QUQ5 | HEK293 TRPC4beta/mu-opioid, DAMGO EC20, Fluo-4 Ca2+ flux; hits give high values | B-score at 10 µM | 310,000 compounds, 0.42% hits | AID 2227;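 active means B-score of calcium response area above 5 SD of library B-scores, with initial fluorescence ratio within 5 SD of library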;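 further: B-score of integrated fluorescence ratio over time as area under calcium response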
KCNK3 block: human KCNK3 channel inhibition, primary screen | B-score at 10 µM | 340,000 compounds, 0.84% hits | AID 602410 | CHO-KCNK3 thallium flux, FluxOR fluorescence; hits give low values | O14649;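 active means B-score under library mean minus 4 SD, starting fluorescence ratio at most library mean plus 5 SD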;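 further: more negative B-score means stronger inhibition of thallium flux through KCNK3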
Target sequence (O14649 whole entry, looked up): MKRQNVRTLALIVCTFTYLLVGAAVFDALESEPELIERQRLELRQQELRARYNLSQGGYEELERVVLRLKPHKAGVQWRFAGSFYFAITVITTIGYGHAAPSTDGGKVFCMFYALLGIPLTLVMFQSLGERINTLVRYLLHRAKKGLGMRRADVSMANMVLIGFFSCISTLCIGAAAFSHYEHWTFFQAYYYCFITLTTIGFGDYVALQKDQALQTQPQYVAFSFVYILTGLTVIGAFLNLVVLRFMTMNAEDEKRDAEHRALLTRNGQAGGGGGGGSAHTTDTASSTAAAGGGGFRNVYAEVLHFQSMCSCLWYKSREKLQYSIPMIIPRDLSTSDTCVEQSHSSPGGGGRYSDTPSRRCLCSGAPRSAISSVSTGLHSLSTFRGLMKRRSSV
PolyA inh: blocks polyadenylation in yeast reporter cells | S. cerevisiae SKY197-pL101 polyadenylation reporter, beta-gal luminescence; efflux-impaired pdr1/pdr3 knockout yeast; score 100 = 6 SD above DMSO | calls only at 12 µM | 300,000 compounds, 0.02% hits | AID 1875;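 active means lowest replicate activity score at least 50, where 100 means six control SD above control mean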;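 further: yeast exposed to compound for 9 h at 30 °C; higher score means more reporter readthrough which indicates perturbed polyadenylation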
TRPC4 block: TRPC4 (mouse) channel inhibition; Q9QUQ5; HEK293 TRPC4beta/mu-opioid, DAMGO-evoked Fluo4 calcium flux; hits give low values; B-score at 10 µM; 300,000 compounds, 0.39% hits; AID 2247;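 active means B-score over 3 SD under the library average, no early fluorescence shift, positive overall ratio signal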
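Test system – stable TRPC4beta/mu-opioid receptor HEK293 cells · Probe or stimulus – DAMGO, a submaximal dose followed by a maximal one · Dosing – one concentration per compound · Signal – Fluo4 calcium fluorescence by kinetic imaging, 5 s 1 Hz baseline · Evaluation – per-well B score of integrated baseline-normalized Fluo4 ratio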
hERG rescue: shields human hERG channel from block by proarrhythmic agents | CHO-hERG, FluxOR thallium flux, dofetilide IC70 present | activation (rescue from dofetilide block), less the hit threshold, % at 10 µM | 310,000 compounds, 0.51% hits | Q12809;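 active means activation above the mean of controls blocked by dofetilide plus 5 SD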;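 further: thallium influx through hERG after potassium depolarization seen as dye fluorescence rise; in these data hits start at about 4.7%; inactives centre near -7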
KCNK9 block: inhibitors of human KCNK9 two-pore domain potassium channel. 310,000 compounds, 1.2% hits. Q9NPC2. B-score at 10 µM. HEK293 KCNK9, FluxOR thallium flux fluorescence; hits give low values. AID 488922;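 active means ratio B-score over 3 SD below the library mean, with starting fluorescence within 5 SD of its mean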;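 further: negative B-score means less thallium flux so channel inhibition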
Target sequence (Q9NPC2 whole entry, looked up, the tested form may be a part): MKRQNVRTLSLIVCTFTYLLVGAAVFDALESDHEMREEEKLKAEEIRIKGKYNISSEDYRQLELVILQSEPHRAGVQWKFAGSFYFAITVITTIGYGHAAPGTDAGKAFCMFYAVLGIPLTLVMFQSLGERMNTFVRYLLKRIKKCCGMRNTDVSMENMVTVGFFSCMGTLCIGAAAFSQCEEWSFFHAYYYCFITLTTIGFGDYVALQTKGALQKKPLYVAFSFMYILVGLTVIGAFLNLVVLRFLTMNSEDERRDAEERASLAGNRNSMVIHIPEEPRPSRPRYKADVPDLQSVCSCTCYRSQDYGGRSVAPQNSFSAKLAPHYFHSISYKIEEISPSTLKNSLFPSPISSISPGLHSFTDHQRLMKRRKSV
Dyrk1A ADPGlo: blocks rat Dyrk1A kinase activity | ADP-Glo luminescence, NFATc1 peptide | inhibition, % at 12.5 µM | 310,000 compounds, 0.43% hits | AID 504441; in the data active means inhibition above about 50%;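 further: plate controls were vehicle with enzyme for no effect and no enzyme for full effect; many of its hits are not listed in these tables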
* = called active by the depositor; i = inactive; nt = no result given. A portion of the library; count on the stated rates, not on these rows.

SMILES	TRPC4 agonist	KCNQ1 act	KCNQ1 inh	Platelet DG rel	TRPC4 potent	KCNK3 block	PolyA inh	TRPC4 block	hERG rescue	KCNK9 block	Dyrk1A ADPGlo
CC(=O)c1c(C)[nH]c(C(=O)OCC(=O)Nc2cc(C(F)(F)F)ccc2N2CCOCC2)c1C	i	i	i	9	i	i	i	i	-7	i	18
COc1ccccc1N(CC(=O)Nc1ccc2c(c1)OCCO2)S(C)(=O)=O	i	i	i	0	i	i	i	i	-10	i	-3
COc1ccc(Cc2noc(CN(C)CCN3CCc4ccccc4C3)n2)cc1OC	i	i	i	-3	i	i	nt	i	-9	i	-4
Cc1ccc(S(=O)(=O)N2CCN=C2SCc2c(F)cccc2Cl)cc1	i	i	i	4	i	i	i	i	-8	i	2
C/C(=N\NC(=O)c1ccccc1)c1ccc(N2CCOCC2)cc1	i	i	i	0	i	i	i	i	-8	i	-15
Cc1ccc(Cl)cc1NC(=O)CNCC(c1ccccc1)N(C)C (stereo unspecified)	118*	i	i	12	i	i	i	i	-6	i	-5
CCN1CCN(C(=O)Nc2cccc(C(F)(F)F)c2)CC1	i	i	i	4	i	i	i	i	-14	i	8
O=C(Nc1ccc(F)cc1)c1nc2c(nnn2Cc2cccc3ccccc23)c(=O)[nH]1	i	i	i	-2	i	i	i	i	-5	i	6
Cc1cccc(NC(=O)NNC(=O)c2sccc2-n2cccc2)c1	i	i	i	0	i	i	i	i	-10	i	4
Cc1cc(C(F)(F)F)c(C#N)c(SCC(=O)Nc2nc3cc(Br)ccc3s2)n1	i	i	i	-5	i	i	i	i	-7	i	4
O=C(CN1CCCCCC1=O)N1CCN(S(=O)(=O)c2cccs2)CC1	i	i	i	1	i	i	i	i	-8	i	-2
Nc1nc(SCC(=O)Nc2ccc3c(c2)OCO3)n[nH]1	i	i	i	-7	i	i	i	i	-9	i	21
COc1ccc(C(NC(=O)C(C)(C)C)NC(=O)C(C)(C)C)cc1	i	i	i	3	i	i	i	i	-4	i	12
COc1ccc(OC)c(NC(=O)c2cccnc2Sc2ccccc2)c1	i	i	i	-12	i	i	i	i	-7	i	-1
CCn1c(CCC(=O)N(C)CC(=O)Nc2cccc(F)c2)nc2cc(S(=O)(=O)N(C)C)ccc21	i	i	i	0	i	i	i	i	-10	i	3
Cc1nc(C)c(-c2nnc(-c3cccc(S(=O)(=O)N(C)C)c3)o2)cc1C(=O)NN	i	i	i	1	i	i	i	i	-3	i	4
COc1cccc2cc(C(=O)NC3CC(C)(C)NC(C)(C)C3)c(=O)oc12	i	i	i	-1	i	nt	i	i	-6	i	nt
O=C(c1nc2n(n1)C(c1ccc(Cl)cc1)C=C(c1ccccc1)N2)N1CCOCC1 (stereo unspecified)	i	i	i	-6	i	i	i	i	-15	-6.8*	3
CCCCC(c1nnnn1CS(=O)(=O)c1ccc(C)cc1)N1CCN(c2ccccc2)CC1 (stereo unspecified)	i	i	i	2	i	i	i	i	-6	i	-2
O=C(N/N=C/c1oc(O)c2ccccc12)c1ccccc1	i	i	i	4	i	i	i	i	-7	i	4
CC(=O)Nc1ccc(NC2CCCCC2NS(=O)(=O)c2ccc(Cl)cc2)cc1 (stereo unspecified)	i	i	i	0	i	i	i	i	-4	i	nt
O=C(CSc1nnc(-c2ccco2)o1)c1ccc[nH]1	i	i	i	-3	i	i	i	i	-3	i	-3
O=C(O)CSCc1nc2scc(-c3ccccc3)c2c(=O)[nH]1	i	i	i	-3	i	i	i	i	-10	i	4
COc1ccc(-c2ccc(OC)c([C@H]3[C@H]4C=CC[C@@H](C)[C@@H]4C(=O)N3Cc3ccccc3)c2)cc1C	i	i	i	16	i	i	i	i	-10	i	1
COc1ccc(C(=O)N2CCN(c3cccc(Cl)c3)CC2)cc1	i	i	i	-1	i	i	i	i	-4	i	0

Some of these compounds in order of SMILES length, lowest first:
SMILES	TRPC4 agonist	KCNQ1 act	KCNQ1 inh	Platelet DG rel	TRPC4 potent	KCNK3 block	PolyA inh	TRPC4 block	hERG rescue	KCNK9 block	Dyrk1A ADPGlo
CCN1CCN(C(=O)Nc2cccc(C(F)(F)F)c2)CC1	i	i	i	4	i	i	i	i	-14	i	8
Cc1ccc(Cl)cc1NC(=O)CNCC(c1ccccc1)N(C)C (stereo unspecified)	118*	i	i	12	i	i	i	i	-6	i	-5
Cc1cccc(NC(=O)NNC(=O)c2sccc2-n2cccc2)c1	i	i	i	0	i	i	i	i	-10	i	4
C/C(=N\NC(=O)c1ccccc1)c1ccc(N2CCOCC2)cc1	i	i	i	0	i	i	i	i	-8	i	-15

More structures:
SMILES	TRPC4 agonist	KCNQ1 act	KCNQ1 inh	Platelet DG rel	TRPC4 potent	KCNK3 block	PolyA inh	TRPC4 block	hERG rescue	KCNK9 block	Dyrk1A ADPGlo
Cc1cc(-c2onc(C)c2C(N)=O)no1	i	i	i	7	i	i	i	i	-4	i	-18
CC(/C=C1\SC(=S)N(C(C(=O)O)c2ccccc2)C1=O)=C\c1ccccc1 (stereo unspecified)	i	i	i	-7	i	i	i	i	-19	i	-2
CC(C)(C)N=C1NN=C(c2ccc(Cl)cc2)CS1	i	i	i	1	i	i	i	i	-7	i	-10
CSc1cccc(NC(=O)c2ccccn2)c1	i	i	i	3	i	nt	i	i	-6	i	nt
CN(Cc1ccccc1)C(=O)CN1C(=O)C2C3C=CC(C3)C2C1=O (stereo unspecified)	i	i	i	9	i	i	i	i	-11	i	0
CCC1CCCCN1CCCNC(=O)Cn1nc(-c2ccc(C)cc2)ccc1=O (stereo unspecified)	i	i	i	-7	i	i	i	i	-8	i	-12
Cc1cccc(-c2oc3ccc(-c4ccc5c(c4)OCO5)cc3c2C(=O)OCc2ccc(O)cc2)c1	i	i	i	0	i	i	i	i	-4	i	13
COc1ccc(-n2nc(C(=O)NCC(=O)N3CCN(c4ccccc4)CC3)c3ccccc3c2=O)cc1OC	i	i	i	1	i	i	i	i	-18	i	3
CNC(=O)COC(=O)c1cc(-c2ccccc2)nn1-c1ccccc1	i	i	i	-3	i	i	i	i	-7	i	nt
O=C1OC(c2cccs2)=N/C1=C\c1ccc(-c2cccc(Cl)c2)o1	i	i	i	1	i	i	i	i	-11	i	3
O=C(CCCCCCCCCCC(=O)NCc1cccnc1)NCc1cccnc1	i	i	i	-8	i	i	i	i	-8	i	0
O=C(CCc1ccccc1Cl)Nc1ccc(S(=O)(=O)N2CCOCC2)cc1	i	i	i	-21	i	i	i	i	7.0*	i	-7
CCOC(=O)c1ccccc1NS(=O)(=O)c1cnn(CC)c1C	i	i	i	-2	i	i	i	i	-6	i	5
CCCCOC(=O)c1ccc(NC(=O)c2ocnc2C)cc1	i	i	i	-4	i	i	i	i	-9	i	5
COc1ccc(CN2CCNC(=O)C2CC(=O)NC2CCCC2)cc1OC (stereo unspecified)	i	i	i	6	i	i	i	i	-9	i	4
CCN(CC)S(=O)(=O)c1ccc2c(c1)c(=O)c(C(=O)NCCCN(C)c1ccccc1)cn2C	i	i	i	-4	i	i	i	i	-7	i	4
NC(=O)c1oc2ccccc2c1NC(=O)c1ccc([N+](=O)[O-])o1	i	i	i	-32	i	i	i	i	-6	i	-5
CSc1ccc(S(=O)(=O)N2CCC(C(=O)Nc3cccnc3)CC2)cc1	i	i	i	-6	i	i	i	i	-7	i	6
Cc1c(C(=O)Nc2ccc(F)cc2)oc2ccc(S(=O)(=O)N3CCC4(CC3)OCCO4)cc12	i	i	i	-3	i	i	i	i	-20	i	0
CCNC(=O)COC(=O)c1cc(S(=O)(=O)N2CCCCC2)ccc1C	i	i	i	12	i	i	i	i	-6	i	-11
Cc1ccc2nc(Cl)c(-c3ccccc3)cc2c1	i	i	i	11	i	i	i	i	-9	i	nt
COc1ccccc1/C=C/C(=O)NCC(=O)N/N=C/c1ccc2c(c1)OCO2	i	i	i	3	i	i	nt	i	-15	i	-1
CCn1ccnc1CN1CCN(CC=C(C)C)C(CCO)C1 (stereo unspecified)	i	i	i	-9	i	i	i	i	-13	i	-6
O=C(CN1CCCCC1)N1CCCc2c1c(=O)oc1ccc(OCc3ccccc3)cc21	i	i	i	-1	i	i	i	i	-13	i	4
Cc1ccc(N2CC(NC(=O)C(=O)c3c(C)[nH]c4ccccc34)CC2=O)cc1 (stereo unspecified)	i	i	i	4	i	i	i	i	-12	i	4

(further entries)
SMILES	TRPC4 agonist	KCNQ1 act	KCNQ1 inh	Platelet DG rel	TRPC4 potent	KCNK3 block	PolyA inh	TRPC4 block	hERG rescue	KCNK9 block	Dyrk1A ADPGlo
COC(=O)c1ccccc1NC(=O)c1ccccc1NS(C)(=O)=O	i	i	i	-1	i	i	i	i	-1	i	3
COc1ccccc1CN(C)C(=O)c1ccc2c(c1)NC(=O)CS2	i	i	i	5	i	i	i	i	-9	i	1
COc1cccc(C(=O)N(c2ccc(OC)cc2OC)C2C=CS(=O)(=O)C2)c1 (stereo unspecified)	i	i	i	3	i	i	i	i	-3	i	nt
CO/N=C(/CN1CCCCC1)c1ccc(Cl)cc1	i	i	i	0	i	i	i	i	-2	i	1
CC(Oc1ccccc1Cl)C(=O)N1CCCN(C)CC1 (stereo unspecified)	i	i	i	-9	i	i	i	i	-5	i	4
Cc1ccc2nc(NC(=O)COC(=O)c3ccccn3)sc2c1	i	i	i	5	i	i	i	i	-9	i	24
CCOc1ccc(NC(=O)C2CCN(S(=O)(=O)c3ccc4c(c3)NC(=O)C(C)S4)CC2)cc1 (stereo unspecified)	i	i	i	12	i	i	i	i	-8	i	nt
CCCCC[C@H]1CN(C2CCCCC2)C(=O)[C@@H]1CC(=O)NCc1ccc(OC)cc1	i	i	i	4	i	i	i	i	-7	i	3
CC(NC(=O)OC(C)(C)C)C(=O)Oc1cc2oc(=O)cc(-c3ccccc3)c2cc1Cl (stereo unspecified)	i	i	i	-4	i	i	i	i	-2	i	7
O=C(CCN1C(=O)/C(=C/c2cccs2)SC1=S)Nc1ccc(C(=O)O)cc1	i	i	i	8	i	i	i	i	-4	i	3
COc1ccccc1CCC(=O)NNC(=O)c1ccncc1	i	i	i	2	i	i	i	i	-12	i	3
CC(C)(C)S(=O)(=O)Cc1nc(-c2ccc(Cl)c(Cl)c2)cs1	i	i	i	6	i	i	i	i	-8	i	14
COc1ccc(-c2cc(C3CCN(c4cc(Cl)nc(N)n4)CC3)[nH]n2)cc1	i	i	i	-1	38*	i	i	i	-14	i	3
CC(C)Cn1cnc2c1c(=O)[nH]c(=O)n2Cc1ccccc1	i	i	i	10	i	i	i	i	-3	i	-2

Source: PubChem (several laboratories)
